Screening results deposited in PubChem BioAssay by several laboratories.
DYRK1A inh: blocks rat Dyrk1A kinase activity | Q63470 | ADP-Glo luminescence, NFATc1 peptide | inhibition, % at 12.5 µM | 0.43% of 310,000 active | AID 504441; in the data active = inhibition above about 50%;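 also: plate controls were vehicle with enzyme for no effect and no enzyme for full effect; many of its hits are not listed in these tables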
HSP90 inh: HSP90 refolding inhibition in rabbit reticulocyte lysate; luciferase refolding luminescence, 3 h; inhibition, % at 5.6 µM; 0.91% of 290,000 active; AID 1789;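 active = inhibition above the screen-wide mean plus 3 SD, computed separately per campaign, cut at about 16% in these data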;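 also: 0% = DMSO wells and 100% = 60 µM geldanamycin wells; inhibitors lower the luminescence because luciferase stays unfolded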
An asterisk follows results filed as active. An excerpt; rates above refer to the full screens.

`Cc1cc(C)c2c(n1)nn1c(-n3ccnc3)cc(C)nc21` gave DYRK1A inh -7 and HSP90 inh -3.
`Cc1ccccc1Cn1nc(C)c(NC(=O)c2cc3nc(-c4ccco4)cc(C(F)(F)F)n3n2)c1C` gave DYRK1A inh 0 and HSP90 inh 2.
Screening Cc1cc(NS(=O)(=O)c2ccc(NC(=O)c3ccoc3C)cc2)nc(C)n1 returned DYRK1A inh 4 and HSP90 inh -1.
For Cc1ccc(NNC2CC(=O)N(c3cccc(Cl)c3)C2=O)cc1 (stereo unspecified) the results were DYRK1A inh -3 and HSP90 inh 0.
`CC(=O)NC(=S)NNC(=O)COc1ccc(Br)cc1` gave DYRK1A inh 1 and HSP90 inh 2.
COC(=O)/C=C/c1sc2nc(C)cc(C)c2c1N=CN(C)C was read as DYRK1A inh -2 and HSP90 inh 0.
For CCOC(=O)c1c(C)[nH]c(-c2csc(N)n2)c1C the results were DYRK1A inh 1 and HSP90 inh 4.
For NC(=O)CSc1nnc(COc2ccccc2)n1C1CCCCC1 the results were DYRK1A inh 2 and HSP90 inh -1.
For Cc1ccc(COc2ccsc2C(=O)O)cc1 the results were DYRK1A inh -4 and HSP90 inh 3.
For O=C(O)Cc1ccc(-c2ccccc2)cc1 the results were DYRK1A inh -1 and HSP90 inh 0.
Screening COc1ccc(-n2nc(C(=O)N3CCN(c4ccc(F)cc4)CC3)c3ccccc3c2=O)c(OC)c1 returned DYRK1A inh -2 and HSP90 inh 6.
Screening CCOC(=O)c1sc(NC(=O)c2cccs2)nc1C returned DYRK1A inh 2 and HSP90 inh -1.
Screening CCOC(=O)c1cnc(Nc2nc3ccccc3o2)nc1CN1CCN(C)CC1 returned DYRK1A inh 12 and HSP90 inh -2.
For CN1CCN(Cc2nc3ccccc3c(=O)n2Cc2nc(-c3cccc([N+](=O)[O-])c3)cs2)CC1 the results were DYRK1A inh -2 and HSP90 inh -3.
For O=C(CSc1nnc(SCC(=O)NCc2ccc3c(c2)OCO3)s1)NCc1ccc2c(c1)OCO2 the results were DYRK1A inh -3 and HSP90 inh -2.
`COc1ccc(C2C(C(=O)c3ccccc3)N3c4ccccc4C=CC3C2[N+](=O)[O-])cc1` (stereo unspecified) gave DYRK1A inh 1 and HSP90 inh 3.
CC(NC(=O)CSC(=S)N(C)C)C12CC3CC(CC(C3)C1)C2 (stereo unspecified) was read as DYRK1A inh 0 and HSP90 inh 3.
Screening CC1(C)CC(=O)C(Br)=C(O)C1 returned DYRK1A inh -5 and HSP90 inh 4.
`NNC(=O)c1ccc2ccccc2n1` gave DYRK1A inh 12 and HSP90 inh 0.
`CCN(CC)CCCn1c(C)cc2c(c1=O)C(c1cccc(Cl)c1)C(C#N)=C(N)O2` (stereo unspecified) gave DYRK1A inh -2 and HSP90 inh 2.
Screening O=[N+]([O-])c1ccc(/C=N/N=C/c2ccc([N+](=O)[O-])o2)o1 returned DYRK1A inh 7 and HSP90 inh 1.
For O=C(NCCCN1CCC(Cc2ccccc2)CC1)C1CCN(S(=O)(=O)N2CCOCC2)CC1 the results were DYRK1A inh 7 and HSP90 inh -3.
Cc1ccc(NC(=O)CC2Nc3ccccc3NC2=O)cc1Cl (stereo unspecified) was read as DYRK1A inh 6 and HSP90 inh -7.
O=C(NCCCN1CCCCCC1)c1ccc(CS(=O)(=O)Cc2ccccc2F)o1 was read as DYRK1A inh 7 and HSP90 inh -1.
For Cc1cc2nc3c(=O)n(C4CCCCC4)c(=O)[nH]c3nc2cc1N the results were DYRK1A inh -3 and HSP90 inh 3.
Cn1c(=O)c(NC2CCCCC2)c2c3c(cccc31)C(=O)c1ccccc1-2 was read as DYRK1A inh 8 and HSP90 inh 2.
Screening O=C1CCc2cc(S(=O)(=O)N3CCC(C(=O)NCCC4=CCCCC4)CC3)ccc2N1 returned DYRK1A inh 0 and HSP90 inh -1.
`Cc1cccc(NC(=O)CN2C(=O)N/C(=C/c3cc(C)n(C)c3C)C2=O)c1` gave DYRK1A inh 1 and HSP90 inh -3.
`Nc1c(C(=O)NCC2CCCO2)sc2nc3c(c(-c4ccco4)c12)CC/C3=C\c1ccco1` (stereo unspecified) gave DYRK1A inh -4 and HSP90 inh 0.
`O=S(=O)(Nc1nc2ccccc2nc1N1CCN(c2ccccn2)CC1)c1ccc(Cl)cc1` gave DYRK1A inh 2 and HSP90 inh 0.
Screening Oc1cc2c(cc1C(c1ccc(Br)cc1)N1CCCC1)OCO2 (stereo unspecified) returned DYRK1A inh -3 and HSP90 inh -1.
CCN1CCN(c2nc(C)nc3c2sc(=S)n3C)CC1 was read as DYRK1A inh 11 and HSP90 inh 0.
For CC1CCCCC1NC(=O)CSc1ccsc1[N+](=O)[O-] (stereo unspecified) the results were DYRK1A inh -2 and HSP90 inh 0.
COc1ccccc1NC(=O)c1ccc(NC(=O)COC(=O)C2CCCO2)cc1 (stereo unspecified) was read as DYRK1A inh 2 and HSP90 inh 0.
`CC1=[N+](C)c2c(ccc3cccnc23)C1(C)C` gave DYRK1A inh 2 and HSP90 inh 2.
`COc1cccc(C(CC(=O)NCC2CCCO2)NS(=O)(=O)c2ccc(C)cc2)c1OC` (stereo unspecified) gave DYRK1A inh -1 and HSP90 inh -2.
Screening C=CCN=c1scc(-c2ccc3c(c2)NC(=O)CO3)n1/N=C(\C)c1ccccn1 returned DYRK1A inh 5 and HSP90 inh 3.
Nc1n[nH]c(=S)n1/N=C1/C(=O)Nc2ccccc21 was read as DYRK1A inh 7 and HSP90 inh -1.
`Cc1nc2c(sc3nc4c(cc32)COC(C)(C)C4)c(=O)o1` gave DYRK1A inh 5 and HSP90 inh -1.
Screening Cc1ccccc1N(C)S(=O)(=O)c1ccc2[nH]cc(C(=O)NCC3CCCO3)c(=O)c2c1 (stereo unspecified) returned DYRK1A inh 3 and HSP90 inh -1.
`O=C(c1ccccn1)N1CC=C(c2ccccc2)CC1` gave DYRK1A inh 5 and HSP90 inh 1.
For c1ccc(-c2nnc(Cn3c4ccccc4c4nc5ccccc5nc43)o2)cc1 the results were DYRK1A inh 12 and HSP90 inh -3.
CCOC(=O)c1c(NC(=O)CSc2nnc(-c3ccncc3)n2Cc2ccco2)sc(C(C)=O)c1C was read as DYRK1A inh 8 and HSP90 inh -1.
For COc1cc(C2C=C(c3cccs3)Nc3ncnn32)cc(OC)c1OC (stereo unspecified) the results were DYRK1A inh 6 and HSP90 inh 1.
CCN1/C(=C/c2ccc3cc(C)ccc3[n+]2CC)Sc2cc(C)ccc21 was read as DYRK1A inh 3 and HSP90 inh 3.
For CCCc1cc(=O)oc2c(C)c(OCC(=O)c3ccc(N4CCCC4)cc3)ccc12 the results were DYRK1A inh 8 and HSP90 inh -2.
Screening CC(C)C(=O)N1CCC(CN=Cc2c(O)n(C3CCCCC3)c(=O)n(C3CCCCC3)c2=O)CC1 returned DYRK1A inh 10 and HSP90 inh 1.
For O=C(CNCc1ccc(Cl)cc1)Nc1cccc(C(=O)O)c1 the results were DYRK1A inh -1 and HSP90 inh 0.
COc1ccc(/C(O)=C2\C(=O)C(=O)N(CCN3CCOCC3)C2c2ccccc2OC)cc1 (stereo unspecified) was read as DYRK1A inh -2 and HSP90 inh -6.
CC1=CC(C)(C)N(C(=O)CSc2nnc(N)s2)c2c(C)cc(C)cc21 was read as DYRK1A inh 9 and HSP90 inh -3.
`O=C1c2ccccc2C(=O)N1CCC(=O)N1CCc2ccccc21` gave DYRK1A inh 1 and HSP90 inh -2.
For CC(=O)OCCNc1cc(N2CCN(C)CC2)c2noc3c2c1C(=O)c1ccccc1-3 the results were DYRK1A inh 24 and HSP90 inh 0.
`COc1cc2c(cc1NC(=S)NC(=O)/C=C/c1ccc(OC)c(OC)c1)oc1ccccc12` gave DYRK1A inh -2 and HSP90 inh -1.
`CCOC(=O)N1CCN(C(=O)CSc2nnc(-c3cc(OC)ccc3OC)o2)CC1` gave DYRK1A inh -4 and HSP90 inh 2.
Screening Cn1c(SCC(=O)Nc2ccc3nc(SCC(=O)N4CCCC4)sc3c2)nnc1-c1ccc(N)cc1 returned DYRK1A inh 6 and HSP90 inh 5.
For NS(=O)(=O)c1ccc(NC(=O)c2ccc(-c3ccccc3)cc2)cc1 the results were DYRK1A inh -3 and HSP90 inh -3.
Screening CN(C)/C=C(/C(=O)c1ccccc1Cl)S(C)(=O)=O returned DYRK1A inh -4 and HSP90 inh 5.
`Cc1ccc2c(c1)c1c(n2CC(O)CNC(C)(C)C)CCCC1` (stereo unspecified) gave DYRK1A inh 9 and HSP90 inh 3.
O=C(C1CCN(c2nnc(N3CCCC3=O)s2)CC1)N1CCN(Cc2ccc3c(c2)OCO3)CC1 was read as DYRK1A inh -2 and HSP90 inh 33*.
Screening Cn1c(=O)c2sccc2n2c(CCCC(=O)NCc3ccc4c(c3)OCO4)nnc12 returned DYRK1A inh 0 and HSP90 inh 1.
`O=c1[nH]c2ccccc2n2c(-c3ccncc3)nnc12` gave DYRK1A inh -1 and HSP90 inh -1.
`Cc1nn2c(-c3ccc(Cl)cc3)ccnc2c1-c1ccccc1` gave DYRK1A inh -2 and HSP90 inh 1.
`CC(C)(C)C(=O)Nc1cc2nn(-c3ccccc3)nc2cc1Cl` gave DYRK1A inh 0 and HSP90 inh 80*.
`O=C(O)c1ccc(NC2=C/C(=N/S(=O)(=O)c3ccccc3)c3ccccc3C2=O)cc1` gave DYRK1A inh 80* and HSP90 inh 86*.
For CCOc1cc(NC(=S)Nc2cccc(C)c2)c(OCC)cc1NC(=O)CC(C)C the results were DYRK1A inh 7 and HSP90 inh 0.
For COc1cccc(CC(NC(C)=O)C(=O)NC2CCN(c3c4c(nc5ncnn35)CCC4)CC2)c1 (stereo unspecified) the results were DYRK1A inh -3 and HSP90 inh 0.
For NS(=O)(=O)c1ccc(N/N=C/c2ccc(O)c(O)c2O)c([N+](=O)[O-])c1 the results were DYRK1A inh 8 and HSP90 inh 0.
Screening CCOc1ccccc1NC(=O)c1c(NC(=O)CCC(=O)O)sc2c1CCCCC2 returned DYRK1A inh -2 and HSP90 inh 2.
For COc1ccc(CC(=O)NCc2nnc(SCC(=O)N3CCN(c4ccccc4)CC3)n2C)cc1 the results were DYRK1A inh 9 and HSP90 inh -1.
C=CCN(C(=O)CSc1nc2[nH]ncc2c(=O)n1-c1ccccc1OC)c1ccccc1 was read as DYRK1A inh 7 and HSP90 inh 2.
For Cc1c(C(=O)N2CCc3ccccc32)oc2c1C(=O)CC(C)(C)C2 the results were DYRK1A inh -4 and HSP90 inh -1.
Screening COCCNCC(=O)Nc1nc(C)cs1 returned DYRK1A inh -8 and HSP90 inh 1.
CCCCc1c(C)nc2ccc(Br)cc2c1SC(N)N was read as DYRK1A inh 3 and HSP90 inh 1.
CN(C(=O)CCl)C1CCCc2ccccc21 (stereo unspecified) was read as DYRK1A inh 2 and HSP90 inh 0.
O=C(Nc1ccc2c(c1)OCCO2)c1ccc(Br)c(S(=O)(=O)N2CCOCC2)c1 was read as DYRK1A inh -5 and HSP90 inh 9.
Cc1ccc(N/C(N)=N/c2nc(CSc3ccc(C)cc3)cc(=O)[nH]2)cc1 was read as DYRK1A inh -8 and HSP90 inh -2.
Screening Cc1cccc2c1c1ccc3c(c1n2C)C(=O)C=CC3=O returned DYRK1A inh -2 and HSP90 inh -4.
Screening COc1ccc(-c2c3c([nH]c(=S)c2C#N)CCC3)cc1 returned DYRK1A inh 1 and HSP90 inh -2.
Cc1ccc(-n2nc3c(c2NC(=O)c2ccc(S(=O)(=O)N4CCOCC4)cc2)CSC3)c(C)c1 was read as DYRK1A inh -9 and HSP90 inh -1.
For CCOC(=O)C1C(=O)C=C(c2ccc(C)cc2)CC1c1ccc([N+](=O)[O-])cc1 (stereo unspecified) the results were DYRK1A inh -4 and HSP90 inh 8.
For CC(C)c1ccc(NC(=O)c2n[nH]c(=O)c3ccccc23)cc1 the results were DYRK1A inh 0 and HSP90 inh 1.
C=CCOc1ccc(Br)cc1/C=C1/SC(=Nc2ccc(C(=O)O)cc2)NC1=O was read as DYRK1A inh -8 and HSP90 inh 0.
For CCOC(=O)c1c(CSC(=N)N)n(-c2ccc(Br)cc2)c2cc(Br)c(OC(C)=O)cc12 the results were DYRK1A inh -3 and HSP90 inh 8.

Compounds above that have an NH in an aromatic ring:
For CCOC(=O)c1c(C)[nH]c(-c2csc(N)n2)c1C the results were DYRK1A inh 1 and HSP90 inh 4.
For Cc1cc2nc3c(=O)n(C4CCCCC4)c(=O)[nH]c3nc2cc1N the results were DYRK1A inh -3 and HSP90 inh 3.
Nc1n[nH]c(=S)n1/N=C1/C(=O)Nc2ccccc21 was read as DYRK1A inh 7 and HSP90 inh -1.
Screening Cc1ccccc1N(C)S(=O)(=O)c1ccc2[nH]cc(C(=O)NCC3CCCO3)c(=O)c2c1 (stereo unspecified) returned DYRK1A inh 3 and HSP90 inh -1.
`O=c1[nH]c2ccccc2n2c(-c3ccncc3)nnc12` gave DYRK1A inh -1 and HSP90 inh -1.
C=CCN(C(=O)CSc1nc2[nH]ncc2c(=O)n1-c1ccccc1OC)c1ccccc1 was read as DYRK1A inh 7 and HSP90 inh 2.
Cc1ccc(N/C(N)=N/c2nc(CSc3ccc(C)cc3)cc(=O)[nH]2)cc1 was read as DYRK1A inh -8 and HSP90 inh -2.
Screening COc1ccc(-c2c3c([nH]c(=S)c2C#N)CCC3)cc1 returned DYRK1A inh 1 and HSP90 inh -2.
For CC(C)c1ccc(NC(=O)c2n[nH]c(=O)c3ccccc23)cc1 the results were DYRK1A inh 0 and HSP90 inh 1.
